From PubChem
USP1 inh: USP1/UAF1 (human) deubiquitinase inhibition. O94782. recombinant USP1/UAF1, Ub-Rhodamine cleavage fluorescence. Potency, µM (highest dose often 57.1 µM), without a hit: at the top dose activity change, negative = inhibition, hits mostly inhibitors. hit rate 0.23% among 390,000. AID 743255; note: potency is the fitted concentration of half-maximal effect; % is set by controls: 0 for no effect and ±100 for the full control effect; nearly all actives have a fitted effect of over 60% in size; inactives centre near -12
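USP1/UAF1 complex (1 nM) preincubated 15 min at room temperature with compound, then Ub-Rho substrate (150 nM final) added. Kinetic fluorescence at 480/540 nm over 6 reads at 60 s intervals; 50 mM HEPES pH 7.8, 0.5 mM EDTA, 0.1 mg/ml BSA, 1 mM TCEP, 0.01% Tween-20.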
D2 antagonist: antagonizes the human D2 dopamine receptor; HEK293 TREx D2 cells, calcium flux, dopamine EC80; hit rate 2% among 340,000; inhibition, % at 10 µM; P14416; in the data active = inhibition above about 30%; note: 0% is about no effect
Target sequence (P14416 whole entry, looked up): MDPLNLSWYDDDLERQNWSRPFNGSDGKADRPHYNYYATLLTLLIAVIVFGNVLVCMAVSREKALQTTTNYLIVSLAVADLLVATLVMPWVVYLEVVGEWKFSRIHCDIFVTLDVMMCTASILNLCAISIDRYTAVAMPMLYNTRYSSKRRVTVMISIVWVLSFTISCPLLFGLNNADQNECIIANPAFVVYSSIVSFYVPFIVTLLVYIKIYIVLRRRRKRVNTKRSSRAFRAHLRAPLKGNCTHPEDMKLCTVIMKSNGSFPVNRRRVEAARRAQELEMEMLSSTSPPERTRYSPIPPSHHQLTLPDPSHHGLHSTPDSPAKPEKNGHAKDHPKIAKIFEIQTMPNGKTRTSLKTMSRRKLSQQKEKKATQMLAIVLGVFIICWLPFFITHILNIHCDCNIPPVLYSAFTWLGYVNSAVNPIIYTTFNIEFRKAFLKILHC
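Antagonism is scored as inhibition of an EC80 dopamine-evoked calcium signal in a force-coupled, tetracycline-inducible HEK293 T-REx D2 line, with compound present 180 s before agonist.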
rTrxR1 inhibitor: inhibitors of rat thioredoxin reductase 1; O89049; recombinant rTrxR1, NADPH fluorescence consumption, selenite substrate; Potency, µM (titrated, usually from 114 µM), without a hit: top-dose activity change, negative = inhibition, actives largely listed as inhibitors; hit rate 1% among 390,000; note: potency is the fitted concentration of half-maximal effect; % is set by controls: 0 for no effect and ±100 for the full control effect; nearly all actives have a fitted effect of over 65% in size
Target sequence (O89049 whole entry, looked up): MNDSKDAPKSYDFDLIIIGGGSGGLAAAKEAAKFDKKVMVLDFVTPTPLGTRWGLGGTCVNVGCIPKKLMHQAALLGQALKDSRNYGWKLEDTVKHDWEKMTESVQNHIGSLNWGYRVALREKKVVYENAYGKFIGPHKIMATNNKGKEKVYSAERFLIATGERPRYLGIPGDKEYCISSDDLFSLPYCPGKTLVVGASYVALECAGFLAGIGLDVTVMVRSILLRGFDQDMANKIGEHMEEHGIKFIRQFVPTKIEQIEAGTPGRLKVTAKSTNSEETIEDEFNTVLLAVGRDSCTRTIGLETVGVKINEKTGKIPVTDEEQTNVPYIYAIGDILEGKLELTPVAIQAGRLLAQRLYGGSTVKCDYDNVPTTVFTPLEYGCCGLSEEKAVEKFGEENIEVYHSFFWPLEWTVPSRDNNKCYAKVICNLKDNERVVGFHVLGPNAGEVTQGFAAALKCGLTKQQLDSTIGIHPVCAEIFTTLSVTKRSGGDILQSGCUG
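Rat TrxR1 (90 nM in the dispensed reagent) was pre-reduced with 400 uM NADPH for 5 min at room temperature, then incubated with compound for 15 min. After 400 uM selenite was added, NADPH fluorescence (Ex 340/Em 450 nm) was followed for 8 min.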
IDH1 R132H inh: inhibitors of human mutant IDH1 R132H; O75874; IDH1-R132H enzyme, NADPH consumption, diaphorase/resazurin fluorescence; Potency, µM (doses to about 76.6 µM), without a hit: top-dose activity change, negative = inhibition, most hits filed as inhibitors; hit rate 0.093% among 390,000; AID 602179; note: potency is the fitted concentration of half-maximal effect; % is set by controls: 0 for no effect and ±100 for the full control effect; nearly all actives have a fitted effect of over 65% in size
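IDH1-R132H (0.5 ug/mL) preincubated 30 min with compound, then NADPH (0.016 mM) and alpha-KG (2 mM) added; 80 min at RT, pH 7.5. Remaining NADPH coupled via diaphorase/resazurin to fluorescence (540/590 nm); concentration-response curves normalized to no-enzyme control.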
Pin1 inhibitor: human Pin1 inhibition; Q13526; Pin1 FP peptide displacement, HiFluor488, 10 min; hit rate 0.009% among 390,000; Potency, µM (titrated, usually from 115 µM), without a hit: at the highest dose activity, negative = inhibition, hits mostly inhibitors; AID 504891; active = well fitted inhibition curve with a large enough effect in the polarisation, with a control signal flat, not every such curve was filed as active; inconclusive = small, poorly fitted or top-dose-only effect, or effect the other way, or a change in a side signal; inactive = no such curve, though single readings can be large or run the other way; the % refers to the polarisation; note: potency is the fitted concentration of half-maximal effect; % is set by controls: 0 for no effect and ±100 for the full control effect
Target sequence (Q13526 whole entry, looked up): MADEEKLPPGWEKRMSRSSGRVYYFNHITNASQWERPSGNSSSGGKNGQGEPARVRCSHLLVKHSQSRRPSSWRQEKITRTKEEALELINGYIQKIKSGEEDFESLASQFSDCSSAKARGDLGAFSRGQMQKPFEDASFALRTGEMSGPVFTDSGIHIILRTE
D2 agonist: D2 dopamine receptor (human) agonism. HEK293 T-REx D2 cells, calcium flux agonist mode. activation, % at 2 µM. hit rate 0.53% among 340,000;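 active = activation over 3 SD above normal in the single-dose calcium agonist read, cut at about 30% in these data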; note: 0% is about no effect
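Tetracycline-induced HEK293 T-REx cells with force-coupled D2 receptor, plated overnight at 30 C, loaded with no-wash calcium dye. After a 10 s baseline, compound was pin-added and calcium flux read kinetically for 180 s; calcium rises flagged agonists.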
TRHR enhancer: allosteric enhancers of human TRH receptor; P34981; TRHR cells, fluo-8 calcium fluorescence, EC20 TRH enhancement; enhancement, % at 2 µM; hit rate 0.66% among 360,000; AID 493056; in the data active = enhancement above about 30%; note: 0% is about no effect
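TRHR-expressing cells loaded with fluo-8 calcium dye were read kinetically (ex 480/em 530) during compound addition, then stimulated with an EC20 of TRH (10 nM final). Enhancement of the Gq-mediated intracellular calcium response was scored.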
TRHR ag: activates the human TRH receptor | P34981 | TRHR cells, calcium flux fluo-8, FDSS agonist mode | activation, % at 2 µM | hit rate 0.18% among 360,000 | AID 493084; in the data active = activation above about 30%; note: 0% is about no effect
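TRHR-expressing cells, plated overnight in medium with 10% serum, were loaded with fluo-8 calcium dye at room temperature. After a 10 s baseline, library compound was pin-added and calcium release was recorded kinetically (ex 480/em 530) as agonist response.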
TrxR1 substrate: substrates of rat thioredoxin reductase 1; hit rate 0.01% among 390,000; O89049; Potency, µM (top dose mostly 114 µM), without a hit: at the highest dose activity change, negative = substrate turnover; purified TrxR1 substrate turnover, NADPH consumption readout; AID 588456; note: potency is the fitted concentration of half-maximal effect; % is set by controls: 0 for no effect and ±100 for the full control effect; nearly all actives have a fitted effect of over 50% in size
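Rat TrxR1, dispensed at 90 nM, was prereduced with 400 uM NADPH (final) for 5 min at ~22 deg C, then incubated with compound 15 min before 400 uM selenite. A first-read NADPH fluorescence drop versus no-compound background flagged substrates.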
The depositor's hits bear a star; ? = inconclusive; / = no result given; [ ] = another dose, or the depositor's remark. Unless noted, calls come from the whole dose curve; as a rule, active = well fitted inhibition curve with a large enough effect; inconclusive = small, poorly fitted or top-dose-only effect; inactive = no such curve, though single readings can be large or run the other way. Some of the compounds tested; count on the stated rates, not on these rows.

Order of results – TrxR1 substrate, TRHR ag, rTrxR1 inhibitor, IDH1 R132H inh, D2 agonist, USP1 inh, TRHR enhancer, Pin1 inhibitor, D2 antagonist
1	CCOC(=O)c1c(S(=O)(=O)NCC(=O)N(C)Cc2ccccc2)c(C)n(C)c1C
    1%[57.1 µM], -0.2, 10%[57.1 µM], -6%, 0.1, -21%, -2, -1%, /
2	CN(C)S(=O)(=O)c1cccc(NC(=S)Nc2cccc3cnccc23)c1
    -5%, 1.1, 40µM*, 9%, 0.4, ?, -5, -19%, 16
3	COCCn1nnnc1C(c1ccc(OC)cc1)N1CCC(C)CC1 (configuration not stated)
    7%[57.1 µM], 0.0, 20%[57.1 µM], 2%, -0.9, 0%, 5, -6%, -15
4	CCN(CC)S(=O)(=O)c1ccc(NC(=O)c2cccnc2Cl)c(NC(=O)c2cccnc2Cl)c1
    -3%, 0.1, 10%[57.1 µM], 10%, 2.6, -26%, -3, -1%, 4
5	COc1ccc(C(C[N+](=O)[O-])n2nc(C)cc2C)cc1 (configuration not stated)
    -7%, 2.4, 8.9µM*, 1%, 4.8, -15%, 3, 2%, -12
6	CC(OC(=O)CNC(=O)c1ccccc1)C(=O)Nc1ccc(S(=O)(=O)N2CCOCC2)cc1 (configuration not stated)
    1%, 0.9, 7%, 4%, 0.1, -23%, 13, 1%, 14
7	CN1c2ccccc2-c2nc3ccccc3n2C1c1cccs1 (configuration not stated)
    376%[activator][57.1 µM], -2.8, 68%, 0%, -0.6, -14%, 15, 1%, -20
8	CCOC(=O)C1(C)C=C(Nc2ccc(C(=O)O)cc2)C(=O)N1c1ccc(C(=O)O)cc1 (configuration not stated)
    -10%, -1.1, -2%, 1%, 0.2, -4%, 3, -6%, /
9	Cc1csc(SCc2ccccc2C(=O)O)n1
    8%[57.1 µM], 0.1, 11%[57.1 µM], 1%, 0.7, -8%, -1, 1%, 7
10	CCOc1ccc(NC(=O)C(=O)N/N=C/c2cccnc2)cc1
    -1%, 0.7, 11%, -2%, -0.4, -2%, 2, 4%, 0
11	O=C(NCc1ccc(Cl)cc1)c1ccc(OCC2CCCO2)cc1 (configuration not stated)
    -3%, -0.1, 5%, -1%, -0.7, -5%, -5, 2%, 9
12	Cc1cc(C)c(S(=O)(=O)c2cccc(C(F)(F)F)c2)c(=O)[nH]1
    1%[57.1 µM], -0.1, 10%[57.1 µM], 1%, 1.1, -19%, -4, -3%, -1
13	O=C(N/N=C/c1ccc(Cl)c([N+](=O)[O-])c1)C1CC1
    -7%, 0.2, 4%, -6%, -0.3, -16%, 3, -5%, -6
14	CC(C)c1ccc(S(=O)(=O)c2cnc(SCC(=O)Nc3cccc(C(F)(F)F)c3)nc2N)cc1
    -2%, 1.3, 20%, -9%, -0.8, -31%, 6, 5%, /
15	COc1ccc(Cl)cc1NC(=O)Nc1cnccn1
    1%, -0.4, 24%, -2%, -0.3, -21%, 2, 9%, 10
16	CCCCn1nnnc1NCc1cccc(OC)c1OC
    -10%, 1.4, 17%, 8%, -1.2, -4%, 2, 0%, -1
17	O=C(Cc1cccc(NC(=O)C2CCCN(C(=O)c3ccccc3)C2)c1)Nc1cccc(C(=O)N2CCOCC2)c1 (configuration not stated)
    4%, /, 17%, 0%, /, -33%, /, -5%, /
18	COCc1c(C(=O)OCc2nnc(-c3ccc([N+](=O)[O-])cc3)o2)oc2ccccc12
    3%[11.4 µM], /, 7%[11.4 µM], 6%, /, -18%, /, -5%, /
19	Cc1ccc(N2CCN(C(=O)c3ccccc3NC(=O)/C=C\C(=O)O)CC2)cc1
    1%, 0.4, 50µM*, 1%, -0.3, -16%, 0, -3%, 16
20	CCOC(=O)C1=C(C)Nc2ccccc2N/C1=N\S(=O)(=O)c1ccc(Cl)cc1
    -6%, 0.0, 7%, 14%, 0.8, -12%, -2, -2%, -11
21	CC(/C=C1\SC(=O)N(CC(=O)Nc2cccc(O)c2)C1=O)=C\c1ccccc1
    -1%, 0.1, -1%, -2%, 0.3, -22%, -11, 0%, -23
22	Cc1sc2nc3n(c(=O)c2c1C)CCCCC3
    -7%, -0.4, -9%, 0%, 2.7, -11%, 5, -2%, -10
23	COCCCNC(=S)N(CCN(C)C)Cc1cc2cc3c(cc2[nH]c1=O)OCCO3
    9%[57.1 µM], -0.6, -12%[57.1 µM], 7%, -0.1, -12%, -2, 6%, -5
24	O=C(CCCN1C(=O)c2cccnc2C1=O)Nc1ccc(F)cc1Cl
    8%, 0.2, 19%, -14%, 0.4, -16%, -3, 6%, 13
25	CC(C)N(Cc1nc(-c2ccc(Cl)cc2)no1)C(=O)CCCN1C(=O)c2ccccc2C1=O
    10%[57.1 µM], 0.0, 9%[57.1 µM], -12%, /, -10%, -3, -9%, /
26	O=C(Nc1ccc(C(=O)NCc2ccccc2Cl)cc1)C1=CSCCO1
    -2%, 0.3, 3%, 15%, -0.4, -11%, -6, 1%, 23
27	CN(C1CCCCC1)S(=O)(=O)c1ccc(NC(=O)CCC(=O)O)cc1
    5%[57.1 µM], 0.1, 4%[57.1 µM], -1%, 0.1, -17%, -3, -2%, -3
28	CCN(CC)c1ccc(NC(=O)Cn2nc3c(cc2=O)CCCC3)c(C)c1
    0%[57.1 µM], 0.1, 17%[57.1 µM], -5%, -1.7, 7%, -4, -10%, /
29	Cc1c(CN2CCN(CC(C)C)C(CCO)C2)[nH]c2ccc(Cl)cc12 (configuration not stated)
    4%, 0.7, 9%, 0%, 0.6, -15%, -12, 0%, 3
30	COc1ccccc1-c1nnc(-c2ccc(N3CCOCC3)cc2)o1
    75%[activator], -0.2, -30%, 5%, 0.0, -22%, 11, -4%, -17
31	CCOC(=O)N1CC=C2C(C#N)=C(N)C(C#N)(C#N)[C@H](c3ccccc3OCC)[C@H]2C1
    5%, 0.7, 50µM*, -20%, 0.2, -24%, 5, ?, 21
32	CN(C(=O)c1cccc(NC(=O)Cc2cccc([N+](=O)[O-])c2)c1)C1CCCCC1
    -9%, /, 0%, 3%, /, -26%, /, 8%, /
33	Cc1cc(NC(=O)CSc2nnc(-c3cccnc3)n2C2CCCCC2C)no1 (configuration not stated)
    -9%, 0.2, -12%, 0%, 0.9, -6%, -2, -1%, 16
34	CCOc1ccc(S(=O)(=O)N2CCN(C(=O)c3oc4ccc(OC)cc4c3C)CC2)cc1
    -4%[57.1 µM], 0.5, 16%, 3%, /, -17%, 0, 9%, /
35	N#CC1(NC(=O)CSc2nnc(Nc3ccccc3F)s2)CCCC1
    -4%, 0.1, -8%, 3%, -1.7, -12%, 0, -8%, -24
36	CCOc1ccc(CNC(=O)c2ccc3c(c2)nc2n3CCOC2)cc1OC
    0%[57.1 µM], 0.8, 12%[57.1 µM], 16%, 0.4, ?, 6, 5%, /
37	CN(C(=O)CSc1nc2ccccc2n1C)C1CCS(=O)(=O)C1 (configuration not stated)
    2%, 0.2, 29%, 1%, 0.7, -20%, 7, 1%, -1
38	COc1ccc(C)cc1S(=O)(=O)N(C)CC(=O)Nc1ccccc1
    8%[57.1 µM], -0.3, 10%[57.1 µM], -1%, -1.9, -15%, -3, -10%, 17
39	CCCCc1ccccc1NC(=S)NC1CCCC1
    -6%, -1.0, 5%, -6%, -1.5, -9%, -12, -1%, 1
40	CCOc1ccc(C(=O)c2cn(CC(=O)Nc3ccc(C)c(Cl)c3)c3ccc(OCC)cc3c2=O)cc1
    -2%, 1.6, -5%, 16%, 0.2, -14%, 26, 2%, /
41	O=C1c2ccccc2NC2(CCCCC2)N1c1ccc(O)cc1
    2%[57.1 µM], 0.3, 11%[57.1 µM], 5%, 0.4, -17%, -4, 0%, 0
42	Cc1cc(C)n(-c2cc(C(C)(C)C)nc3c(-c4ccccc4)cnn23)n1
    -3%[57.1 µM], 3.0, 4%[57.1 µM], 4%, 8.3, -22%, 25, 8%, -3
43	COc1ccc(/C=C/C(=O)N(C)C2CCS(=O)(=O)C2)cc1OC (configuration not stated)
    0%, 0.5, -17%, 4%, 0.6, -8%, -7, ?, -10
44	COc1cccc(CC(=O)Nc2ccc3c(c2)CCC3)c1
    1%[57.1 µM], -0.8, 11%[57.1 µM], 0%, 0.1, -5%, -1, 1%, -7
45	CC1(C)Cc2ccccc2/C(=C/C(=O)N2CCCCCC2)N1
    4%[57.1 µM], -0.8, 5%[57.1 µM], 2%, -0.4, -5%, 15, 2%, -16
46	COc1ccccc1OC(C)C(=O)N(Cc1ccco1)C1CCS(=O)(=O)C1 (configuration not stated)
    -1%[57.1 µM], 0.5, -4%[57.1 µM], 0%, -0.7, -2%, -1, -1%, -11
47	COc1ccccc1CCC(=O)OCC(=O)Nc1ccc2[nH]c(=O)[nH]c2c1
    -13%, -0.1, -23%, 8%, 0.0, 1%, 1, 4%, -4
48	O=C(NCc1ccc2c(c1)OCO2)c1ccc(COc2cc(Cl)ccc2Cl)o1
    4%[57.1 µM], 1.8, -9%[57.1 µM], 5%, 0.3, -16%, 0, 11%, -5
49	COc1ccc(/C=C2\N=C(SC)NC2=O)cc1
    -5%, 0.1, -18%, -2%, 0.2, -5%, 3, 4%, 4
50	CCC1COC(c2cccn2Cc2ccccc2Cl)=N1 (configuration not stated)
    0%, 0.6, 31%, -3%, -1.0, -24%, 0, ?, -4
51	CC(C)Oc1ccc(C(CC(=O)O)Cc2ccccc2)cc1 (configuration not stated)
    -2%, 0.1, 18%, 0%, -0.7, -21%, 0, -3%, 5
52	Oc1c(C(c2ccccc2F)N2CCCCC2)sc2nc(-c3ccco3)nn12 (configuration not stated)
    2%[57.1 µM], 0.4, 1%[57.1 µM], -7%, 0.4, 12%, -7, ?, /
53	CCOC(=O)C1=C(CCc2ccccc2)NC(=O)NC1c1ccc2ccccc2c1 (configuration not stated)
    -7%, 1.3, -2%, -1%[38.3 µM], 5.0, ?, 4, 5%, 0
